Screens (PubChem)
All columns: NCI-60 one-dose screen, growth in % after 48 h at 10 µM unless noted; 100 = growth as untreated, 0 = no growth, -100 = all killed.
SNB-75: SNB-75 CNS cancer; actives 5% (n = 79,000)
HT29: HT29 colon cancer; AID 1794748; actives 7.4% (n = 81,000)
SW-620: SW-620 colon cancer; AID 1794795; actives 5.2% (n = 82,000)
KM12: KM12 colon cancer cells. actives 5% (n = 82,000)
SF-539: SF-539 CNS cancer. actives 6.8% (n = 81,000). AID 1794752
SNB-19: SNB-19 CNS cancer cells | actives 2.5% (n = 81,000) | AID 1794751
HCC-2998: HCC-2998 colon cancer. actives 4.7% (n = 79,000)
PC-3: PC-3 prostate cancer cells; actives 3.9% (n = 80,000)
DU-145: DU-145 prostate cancer; actives 4.2% (n = 81,000); AID 1794760
An asterisk follows results filed as active; x = not tested or not shown; & = joins results of further samples; ! = a repeat was not active. How the source made its calls: active means growth percent below 10; inactive means the rest.

SMILES | SNB-75 | HT29 | SW-620 | KM12 | SF-539 | SNB-19 | HCC-2998 | PC-3 | DU-145
CCCCCCCCCCNC(=O)CI | -31* | -55* | -34* | 55 | 39 | 89 | 98 | -40* | 99
CCOC(=O)[C@@H]1CCCN(S(=O)(=O)c2ccc(S(=O)(=O)N(CC)CC)cn2)C1 | 90 | 85 | 97 | 89 | 85 | 77 | 95 | 81 | 97
O=C1Nc2ccc(F)cc2/C1=C\c1ccc(OCc2ccccn2)cc1 | 90 | 101 | 103 | 81 | 52 | 87 | 120 | 91 | 92
COc1ccc2[nH]c(O)c(N=NC(=O)COc3ccc(-c4nc5ccccc5c(=O)[nH]4)cc3OC)c2c1 | x | 98 | 106 | 92 | 92 | 99 | 110 | 87 | 98
C/C(=N/O)c1ccc(NC(=O)Cn2nc(-c3ccc(Cl)cc3)nc2N)cc1 | 87 | 87 | 104 | 98 | 97 | 89 | 103 | 72 | 104
COC(=O)CNC(=O)c1cccc(-c2cc(=O)c3c(OC)c(OC)c(OC)cc3o2)c1 | 99 | 110 | 100 | 103 | 103 | 93 | 100 | 96 | 108
N#Cc1c(Nc2ccccc2)nn2c(N)cc(=O)[nH]c12 | 97 | 103 | 99 | 98 | 102 | 100 | 105 | 99 | 106
O=C(NC1CCCCC1)/C(=C\c1ccccc1)NC(=O)c1ccccc1 | 79 | 95 | 96 | 104 | 106 | 101 | 112 | 94 | 111
Oc1c(Cl)cc(CNc2ccccc2)cc1Cl | 103 | 104 | 105 | 104 | 101 | 92 | 103 | 101 | 103
CCC1=C(C)CN(C(=O)NCCc2ccc(S(=O)(=O)NC(=O)NC3CCC(C)CC3)cc2)C1=O (centres undefined) | 90&93 | 117&108 | 106&110 | 110&105 | 98&109 | 107&113 | 117&112 | 110&108 | 119&127
O=C(Nc1ccccc1C(F)(F)F)Nc1cccc2ccccc12 | 93 | 107 | 100 | 101 | 96 | 101 | 103 | 82 | 104
Fc1ccc2nc(Cl)c(Cn3nnnc3SCc3ccccc3)cc2c1 | 69 | 101 | 101 | 97 | 91 | 94 | 107 | 81 | 101
COc1c2c(cc(O)c1C(C)=O)OC(C)(C)C=C2 | 98 | 110 | 111 | 110 | 106 | 110 | 120 | 102 | 118
CC(Sc1ccccc1)C(=O)O (centres undefined) | 92 | 99 | 102 | 107 | 103 | 94 | 120 | 103 | 107
CCSc1nnc(-c2ccc3ccccc3c2O)n1-c1ccccc1 | x | 77 | 54 | 58 | 72 | 76 | 64 | 48 | 59
Cc1nc2n(c(=O)c1CCN1CCC(c3noc4cc(F)ccc34)CC1)CCCC2 | 88&99 | 93&98 | 91&99 | 107&109 | 105&117 | 98&106 | 109&101 | 94&90 | 106&115
CCOC(=O)N1CCc2c(sc3nc4nc[nH]n4c(=O)c23)C1 | 89 | 100 | 102 | 97 | 95 | 106 | 99 | 93 | 107
Cn1c2c(c3ccc(Cl)c(Cl)c31)CCn1c-2nc2ccccc2c1=O | 90 | 108 | 98 | 91 | 99 | 97 | 91 | 95 | 95
C[C@H](NC(=O)[C@@H](C)N)[C@H](Oc1ccc2c(cnn2-c2ccc(F)cc2)c1)c1ccc2c(c1)OCCO2 | 62 | 2.5* | 62 | 36 | 74 | 66 | 28 | 44 | 55
Fc1ccc(N2CC(Cn3c(C(F)(F)F)cc4c(Cl)ncnc43)C2)c(F)c1 | 25 | -59* | -80* | 100 | 50 | -39* | -91* | 0.1* | -6.6*
Cn1cc(-c2csc(-c3c[nH]c4ccc(F)cc34)n2)c2ccnc(Cl)c21 | 78 | 30 | 41 | 55 | 69 | 91 | 71 | 62 | 51
COc1ccc(COc2ccc(/C=C3\C(=O)Nc4cc(Cl)ccc43)cc2OC)cc1 | 113 | 101 | 96 | 100 | 90 | 99 | 122 | 92 | 97
O=c1c(/C=C/c2c(O)ccc3ccccc23)nnc2sc(-c3cccc(Br)c3)nn12 | 81 | 98 | 53 | 55 | 72 | 65 | 65 | 64 | 58
O=C(NNc1ccccc1)NNc1ccccc1 | 86 | 101 | 108 | 105 | 96 | 92 | 117 | 94 | 110
COc1cc(C(=O)n2cc(-c3ccccc3)c(N)n2)cc(OC)c1OC | 79 | 81 | 90 | 93 | 91 | 95 | x | 104 | 102
COC1=C(N=[N+]=[N-])C(=O)C(OC)=C(N=[N+]=[N-])C1=O | 92 | 100 | 101 | 112 | 87 | 103 | 112 | 98 | 120
O=[N+]([O-])c1cccc(-c2nnc(CSc3nnc(-c4cccc([N+](=O)[O-])c4)o3)o2)c1 | 93 | 105 | 107 | 101 | 103 | 96 | 122 | 94 | 108
CCC(C)NCCCCCO (centres undefined) | 83 | 78 | 104 | 104 | 89 | 101 | 99 | 100 | 110
O=c1c(-c2nc3ccccc3[nH]2)cc2ccccc2n1Cc1cn(Cc2ccc(N3CCOCC3)cc2)nn1 | 5.4* | 56 | 71 | 87 | 53 | 48 | 93 | 66 | 37
COc1cc(C(=O)c2cc3c(cc2C)OCO3)cc(OC)c1OC | 23 | 3.8* | 26 | 16 | 6.3* | 51 | 10 | 18 | 22

Profiles as entered above. Order of screens: SNB-75, HT29, SW-620, KM12, SF-539, SNB-19, HCC-2998, PC-3, DU-145
O=[N+]([O-])c1cccc(-c2nnc(CSc3nnc(-c4cccc([N+](=O)[O-])c4)o3)o2)c1 is listed as 93, 105, 107, 101, 103, 96, 122, 94, 108
Cc1nc2n(c(=O)c1CCN1CCC(c3noc4cc(F)ccc34)CC1)CCCC2 is listed as 88&99, 93&98, 91&99, 107&109, 105&117, 98&106, 109&101, 94&90, 106&115
O=c1c(-c2nc3ccccc3[nH]2)cc2ccccc2n1Cc1cn(Cc2ccc(N3CCOCC3)cc2)nn1 is listed as 5.4*, 56, 71, 87, 53, 48, 93, 66, 37
O=C(NNc1ccccc1)NNc1ccccc1 is listed as 86, 101, 108, 105, 96, 92, 117, 94, 110

Next part:
SMILES | SNB-75 | HT29 | SW-620 | KM12 | SF-539 | SNB-19 | HCC-2998 | PC-3 | DU-145
COc1cc(NCCCN)c2ncccc2c1 | 88 | 76 | 79 | 68 | 88 | 88 | 84 | 82 | 109
CCN(c1ccc(C(=O)O)cn1)c1cc2c(cc1C)C(C)(C)CCC2(C)C | 90 | 111 | 108 | 92 | 93 | 100 | 108 | 77 | 118
Nc1nc2c(c(-c3nc(N)nc4c3CCc3ccccc3-4)n1)CCc1ccccc1-2 | 99 | 112 | 101 | 105 | 93 | x | 114 | 87 | 107
COc1cc(-c2nc(N3CCOCC3)c3ccccc3n2)cc(OC)c1OC | 48 | 47 | 88 | 77 | 72 | 87 | 76 | 41 | 81
CCN(CC)CCNc1cc(-c2cccc(OC(F)(F)F)c2)nc2ccc(N3CCCC3)cc12 | 52&86 | 1.3*! | 8.4*! | 9.4*! | -38*! | 2.9*! | -4.5*! | 7.2*! | 45&19&61
CC1CC=C(O)C12OCC(C)(C)CO2 (centres undefined) | 99 | 109 | 110 | 103 | 112 | 105 | x | 102 | 109
C[C@H]1CCC/C=C/[C@@H]2C[C@H](O)[C@H](O)[C@H]2[C@H](O)/C=C/C(=O)O1 | x | 111 | 116 | 107 | 100 | 94 | 122 | 116 | 105
CCOC(=O)C1(NC(=O)C2(NC(=O)CN3C(=O)c4ccccc4C3=O)CCCC2)CCCC1 | 88 | 106 | 108 | 109 | 104 | 99 | 108 | 105 | 118
O=C1C(=O)C(c2ccccc2)C(=O)C1c1ccccc1 (centres undefined) | 98 | 102 | 107 | 111 | 97 | 102 | 118 | 102 | 118
CCCCCCCCCCCCCCCCCCOc1ccccc1CCOP(=O)([O-])OCC[N+](C)(C)C | 97 | 43 | 88 | 28 | 97 | 49 | 73 | 14 | 97
OCC(O)C(O)C1OC(O)C(O)C(O)C1O (centres undefined) | 87 | 102 | 112 | 106 | 99 | 102 | 94 | 95 | 110
COc1ccc(CNC(=O)C(O)C(Cc2ccccc2)NC(=O)c2[nH]c3ccccc3c(=O)c2C)cc1OC (centres undefined) | 107 | 100 | 113 | 105 | 107 | 100 | 117 | 102 | 113
CS(=O)(=O)c1ccc(-c2cc(-c3nnc(SC/C(=N/O)c4ccccc4)n3-c3ccccc3)c3ccccc3n2)cc1 | 84 | 99 | 106 | 102 | 104 | 103 | 109 | 98 | 114
COc1ccc2oc(=O)cc(/C=C3\C(=O)NN=C3C)c2c1 | 86 | 100 | 99 | 104 | 97 | 97 | 105 | 92 | 115
CSc1nc2[nH]ncc2c(=O)[nH]1 | 103 | 107 | 95 | 100 | 96 | 103 | 108 | 107 | 104
O=C(O)c1cn(C2CC2)c2cc(N3CCN(C(=O)/C=C/c4ccc(Cl)cc4)CC3)c(F)cc2c1=O | x | 82 | 102 | 83 | 72 | 83 | 90 | 73 | 84
OC(CNC1CCCCC1)CO/N=C1\CCSc2c(Cl)cccc21 (centres undefined) | 77 | 63 | 86 | 86 | 92 | 93 | 65 | 73 | 94
CN(C)CCNc1cc(-c2ccccc2)nc2ccccc12 | -69* | -42* | -80* | -24* | -74* | 54 | -81* | -39* | -62*
CCC1NC(=O)C(NC(=O)c2ncccc2O)C(C)OC(=O)C(c2ccccc2)NC(=O)C2CC(=O)CCN2C(=O)C(Cc2ccc(N(C)C)cc2)N(C)C(=O)C2CCCN2C1=O (centres undefined) (tested in a mixture with another compound) | 45 | 44 | 68 | 75 | 64 | 78 | x | 55 | 47
Nc1ccccc1/C=C\c1ccccc1N | 80 | 91 | 98 | 79 | 69 | 85 | 89 | 67 | 99
COc1ccc(CCNC(=O)CS(=O)(=O)c2nnc3n(Cc4ccccc4)c(=O)c4c(C)c(C(N)=O)sc4n23)cc1 | 80 | 100 | 103 | 104 | x | 98 | 91 | 93 | x
c1ccc(CN2CCCCC2)nc1 | 120 | 109 | 98 | 104 | 108 | 103 | 100 | 101 | 110
COc1ccc(-n2nc(C(=O)NCC(=O)NO)nc2-c2ccccc2)c(OC)c1OC | 92 | 104 | 108 | 106 | 103 | 105 | 100 | 103 | 116
CCOC(=O)CCCOc1ccc(/C=C2\CC/C(=C\c3ccc(OCCCC(=O)OCC)cc3)C2=O)cc1 | 88 | 121 | 112 | 111 | 114 | 103 | 125 | 100 | 116
c1ccc(-c2nc(-c3c[nH]c4ccccc34)cs2)cc1 | 74 | 96 | 104 | 100 | 87 | 92 | 104 | 80 | 106
COC(=O)c1ccc(CSc2ccccc2NC(=S)Nc2cccc(C(F)(F)F)c2)o1 | 98 | 103 | 103 | 64 | 109 | 98 | 89 | 99 | 109
Cc1cccc(Nc2c(O)nc[nH]c2=O)c1 | 84 | 111 | 112 | 105 | 122 | 111 | 102 | 102 | 110
O=C(Cc1ccccc1)NNc1nc(NCCc2c[nH]c3ccccc23)nc(N2CCN(C(c3ccccc3)c3ccccc3)CC2)n1 | x | 92 | 98 | 96 | 104 | 100 | 118 | 81 | 106
CCOC(=O)c1ccc(NC(=O)c2nc(-c3cc(OC)c(OC)c(OC)c3)n(-c3ccc(Cl)cc3)n2)cc1 | 81 | 90 | 105 | 94 | 97 | 89 | 107 | 77 | 102
Cc1cc(S(N)(=O)=O)ccc1Cl | 91 | 105 | 104 | 108 | 109 | 98 | 101 | 86 | 124
O=C(O)c1ccc(Br)c([N+](=O)[O-])c1 | 92 | 108 | 108 | 108 | 104 | 99 | 109 | 104 | 111
O=S(=O)(Oc1ccc(-c2cn3ccsc3n2)cc1)N1CCCCC1 | 105 | 96 | 105 | 96 | 94 | 107 | 108 | 101 | 104
CN(C)CCCN(CCC1CCCCC1)CCC1CCCCC1 | 62 | 7.5* | 41 | 12 | 50 | 87 | -88* | 47 | 81
O=C1C(c2cccs2)=C(c2c[nH]c3ccccc23)C(=O)N1O | 87 | 107 | 95 | 98 | 102 | 107 | 112 | 84 | 109
O=C(Nc1ccc(OCc2ccccn2)c(Cl)c1)c1ccccn1 | 83 | 94 | 101 | 101 | 100 | 94 | 113 | 72 | 102
CC(=O)OCC1OC(n2cc(CI)nn2)C(OC(C)=O)C(OC(C)=O)C1OC(C)=O (centres undefined) | 97 | 112 | 111 | 103 | 101 | 106 | 103 | 104 | 109
c1ccc(CC2CCN(c3ncnc4sc5c(c34)CCN(Cc3ccccc3)C5)CC2)cc1 | 92 | 89 | 91 | 89 | 92 | 97 | 104 | 84 | 100
CCOC(=O)C(C(=O)OCC)=C(C)C | 87 | 97 | 100 | 109 | 105 | 109 | 96 | 94 | 102
CCOC(=O)OCC(=O)[C@@]1(O)CC[C@H]2[C@@H]3CCC4=CC(=O)CC[C@]4(C)[C@H]3[C@@H](O)C[C@@]21C | 119 | 103 | 98 | 106 | 91 | 96 | x | 92 | 101
Brc1ccc(-c2nocc2-c2c[nH]c3ccccc23)cc1 | 92 | 108 | 100 | 102 | 77 | 104 | 100 | 86 | 115
Cc1ccc(O)c(S(=O)(=O)O)c1 | 106 | 107 | 105 | 110 | 100 | 103 | 98 | 102 | 112
Oc1c(C(c2ccccc2)N2CCOCC2)ccc2ccccc12 (centres undefined) | 79 | 105 | 112 | 103 | 115 | 96 | 107 | 86 | 123
CCN(CC)CCCNc1cc(OC)cc2nc3cc(Cl)ccc3nc12 | -2.7* | -9.5* | -37* | -51* | -78* | x | 28 | 2.5* | 0.9*
CC(C)CCc1nc2c([nH]1)c(=O)n(C)c(=O)n2C | 98 | 98 | 104 | 110 | 101 | 105 | 101 | 96 | 115

Some of the entries above in a different format:
Values run as follows: SNB-75 | HT29 | SW-620 | KM12 | SF-539 | SNB-19 | HCC-2998 | PC-3 | DU-145
> O=C(Nc1ccc(OCc2ccccn2)c(Cl)c1)c1ccccn1
→ 83 | 94 | 101 | 101 | 100 | 94 | 113 | 72 | 102
> CC(C)CCc1nc2c([nH]1)c(=O)n(C)c(=O)n2C
→ 98 | 98 | 104 | 110 | 101 | 105 | 101 | 96 | 115
